# APE1 inh = APE1 (human) endonuclease inhibition. P27695. recombinant APE1, TAMRA/BHQ-2 abasic DNA cleavage fluorescence. Potency, µM (doses to about 65.8 µM), for inactives: top-dose activity change, negative = inhibition, most hits filed as inhibitors. hit rate 0.35% among 350,000;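 also: potency is read from the fitted curve at half-maximal effect; plate controls were vehicle for no effect and reference inhibitor for full effect; nearly all actives have a fitted effect of over 55% in size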
#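 Activity was derived from the fluorescence gain between first and third kinetic reads (60 s intervals, ex 525/em 598 nm) after 50 nM THF-abasic TAMRA/BHQ-2 duplex was added to 0.75 nM APE1 preincubated 15 min with compound.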
# Apoferritin bind = binds horse apoferritin like a general anesthetic; P02791; apoferritin/1-aminoanthracene competitive binding, fluorescence; Potency, µM (doses to about 77.5 µM), inactives show top-dose activity change, negative = displacement, usual class: inhibitors; hit rate 0.074% among 350,000; also: potency is read from the fitted curve at half-maximal effect; % is scaled to controls: 0 for no effect and ±100 for the full control effect; nearly all actives have a fitted effect of over 20% in size
# Target sequence (P02791 2-175 limits assumed): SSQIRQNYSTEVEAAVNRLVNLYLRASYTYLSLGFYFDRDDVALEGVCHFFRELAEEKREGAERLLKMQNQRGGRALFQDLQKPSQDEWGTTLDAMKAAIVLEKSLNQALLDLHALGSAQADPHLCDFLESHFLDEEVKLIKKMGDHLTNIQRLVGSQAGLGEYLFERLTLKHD
#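 Concentration-response curves derived by four-parameter Hill fitting of normalized fluorescence, where compounds displaced 1-AMA from 10 uM horse apoferritin following a brief 10 min room-temperature incubation; propofol titration acted as positive control.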
# ALOX12 inh = inhibitors of human 12S-lipoxygenase ALOX12. Potency, µM (titrated, usually from 108 µM), for the others: at the top dose activity change, negative = inhibition, most hits filed as inhibitors. hit rate 1.1% among 580,000. purified 12hLO, xylenol orange hydroperoxide absorbance; also: potency is read from the fitted curve at half-maximal effect; % is scaled to controls: 0 for no effect and ±100 for the full control effect
# Target sequence (P18054 whole entry, looked up): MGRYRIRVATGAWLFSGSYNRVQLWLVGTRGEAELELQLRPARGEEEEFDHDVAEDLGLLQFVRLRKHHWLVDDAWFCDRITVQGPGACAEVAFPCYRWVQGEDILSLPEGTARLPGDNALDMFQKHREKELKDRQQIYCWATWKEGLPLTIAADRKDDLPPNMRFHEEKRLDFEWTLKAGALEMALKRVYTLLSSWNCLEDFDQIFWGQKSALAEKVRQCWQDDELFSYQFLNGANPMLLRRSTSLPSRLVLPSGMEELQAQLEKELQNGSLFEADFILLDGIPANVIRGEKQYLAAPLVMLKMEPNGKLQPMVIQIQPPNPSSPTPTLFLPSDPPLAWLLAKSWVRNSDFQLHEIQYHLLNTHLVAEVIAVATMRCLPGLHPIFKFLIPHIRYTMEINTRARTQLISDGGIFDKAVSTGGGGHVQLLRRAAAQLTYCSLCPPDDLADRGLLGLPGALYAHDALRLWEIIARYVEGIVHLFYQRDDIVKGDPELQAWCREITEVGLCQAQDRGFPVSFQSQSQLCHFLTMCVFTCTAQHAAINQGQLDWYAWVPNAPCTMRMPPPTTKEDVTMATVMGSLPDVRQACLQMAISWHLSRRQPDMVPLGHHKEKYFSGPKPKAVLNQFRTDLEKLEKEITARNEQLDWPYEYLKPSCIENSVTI
#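 Hydroperoxide product was detected by ferrous iron/xylenol orange as the 573 to 405 nm absorbance ratio. Arachidonic acid at 40 uM (final) was turned over for 30 min at room temperature by 150 nM human 12hLO, pH 7.0 Hepes buffer, after 15 min compound preincubation.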
# POLH inh = blocks human DNA polymerase eta activity. Q9Y253. recombinant Pol eta, fluorescent DNA replication assay. Potency, µM (titrated, usually from 114 µM), for the others: top-dose activity change, negative = inhibition, most hits filed as inhibitors. hit rate 1.2% among 390,000; also: potency is read from the fitted curve at half-maximal effect; % is scaled to controls: 0 for no effect and ±100 for the full control effect
#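 Pol eta at 10 nM preincubated with compounds 15 min at room temperature; reaction started with fluorescent substrate (50 nM final) and read kinetically at 0 and 10 min.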
# Pol beta inh = DNA polymerase beta (human) inhibition; P06746; Pol beta primer extension/strand displacement, fluorescence kinetic; Potency, µM (series often up to 114 µM), for the others: at the highest dose activity change, negative = inhibition, usual class: inhibitors; hit rate 1.3% among 340,000; AID 485314; also: potency is read from the fitted curve at half-maximal effect; % is scaled to controls: 0 for no effect and ±100 for the full control effect
#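 Homogeneous kinetic assay of primer extension and strand displacement by 10 nM Pol beta, preincubated 15 min at room temperature with compound before 50 nM substrate (final) was added. Read at 0 and 10 min; four-parameter Hill fit.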
# POLK inh = DNA polymerase kappa (human) inhibition; purified Pol kappa, fluorescent DNA synthesis assay, 10 min; Potency, µM (highest dose often 107 µM), inactives show at the top dose activity, negative = inhibition, most hits filed as inhibitors; hit rate 0.53% among 400,000; AID 588579; also: potency is read from the fitted curve at half-maximal effect; % is scaled to controls: 0 for no effect and ±100 for the full control effect
#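 Activity was followed as the change in fluorescence between reads at 0 and 10 min after starting the reaction with 50 nM substrate. Beforehand, 10 nM polymerase had been preincubated with compound for 15 min at room temperature.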
# LDHA inh = inhibitors of human lactate dehydrogenase A; AID 1347041; hit rate 0.15% among 480,000; purified LDHA, NADH/diaphorase-resazurin fluorescence; stronger effect = lower value; activity change, % (values are at about 110 or 230 µM); in the data active = activity change below about -30%; inconclusive = mostly about -25% to -30%;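 also: plate controls were DMSO wells for no effect and wells without enzyme for full effect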
#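 Human LDH5 (2 nM) was incubated with 0.06 mM NADH and 0.2 mM pyruvate for 5 min at room temperature in Tris pH 7.4. Remaining NADH was coupled through diaphorase/resazurin, and resorufin fluorescence was read at 0 and 20 min.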
# ERG Ets-DNA blk = ERG Ets/DNA interaction inhibition; Potency, µM (series often up to 76.9 µM), for the others: at the highest dose FP activity, negative = inhibition, hits mostly inhibitors; fluorescence polarization, His-ERG Ets domain / labelled DNA; AID 624246; P11308; hit rate 0.028% among 370,000; active = well fitted inhibition curve with a large enough effect in the polarisation, with a control signal flat; inconclusive = small, poorly fitted or top-dose-only effect, or effect the other way, or a change in a side signal; inactive = no such curve, though single readings can be large or run the other way; the % refers to the polarisation;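 also: polarization taken with two DNA probes labelled with fluorescein and Texas red; potency is read from the fitted curve at half-maximal effect; % of control where 0% means no effect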
#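 His-tagged ERG Ets domain (1 uM in the protein solution; 300mM KCl, 50mM Tris-HCl, 1mM EDTA, 1mM DTT, pH 7.5) received compound, then a probe mix of 5 nM fluorescein-DNA and 100nM Texas-615-DNA. Fluorescence polarization was read for both dyes.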
# RGS4 inhibitor = human RGS4 inhibition; Transcreener GDP fluorescence polarization, RGS4-accelerated GTP hydrolysis; AID 504845; hit rate 0.039% among 390,000; Potency, µM (doses to about 114 µM), for inactives: top-dose activity change, negative = inhibition, hits mostly inhibitors; P49798; also: potency is read from the fitted curve at half-maximal effect; % is scaled to controls: 0 for no effect and ±100 for the full control effect; nearly all actives have a fitted effect of over 75% in size; some results filed as inactive show a strong effect at the top dose
# Target sequence (P49798 whole entry, looked up): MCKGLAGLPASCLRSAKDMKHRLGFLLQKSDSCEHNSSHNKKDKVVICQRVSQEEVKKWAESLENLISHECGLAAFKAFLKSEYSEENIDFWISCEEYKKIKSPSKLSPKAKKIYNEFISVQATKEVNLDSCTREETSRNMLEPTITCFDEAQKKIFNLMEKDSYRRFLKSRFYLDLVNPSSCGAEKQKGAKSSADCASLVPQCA
#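 MLSMR compounds (23 nl, pin-transferred) preincubated 10 min at room temperature with a 500nM (2x) first reagent, then RGS4 at 900nM (2x) plus Transcreener GDP mix added; fluorescence polarization (620/688 nm) read before and after 90 min at 30 °C.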
# Starred values were filed as active, the others as inactive; ? = inconclusive; · = not tested or not shown; & = joins results of further samples; [ ] = dose if it differs, or a comment. Unless noted, calls follow the shape of the dose curve; as a rule, active = well fitted curve in the direction sought with a large enough effect; inconclusive = small, poorly fitted or top-dose-only effect, or another doubt; inactive = no such curve, though single readings can be large; an effect the other way counts as inactive or inconclusive.
SMILES,APE1 inh,Apoferritin bind,ALOX12 inh,POLH inh,Pol beta inh,POLK inh,LDHA inh,ERG Ets-DNA blk,RGS4 inhibitor
COc1ccc(-c2nn3c(=O)cc(CN4CCN(C(=O)/C=C/c5ccccc5)CC4)nc3s2)cc1,·,-9.6%,-16.5%,-15.3%,1.1%,-8.8%[60.1 µM],-2.7,?,-6.4%
O=c1oc(-c2ccc(F)cc2)nc2ccsc12,-4.8%,-7.4%,-20.3%,-2.3%,-21.7%,-3.1%,-6.1,-10.0%,20.8%
CC(=O)Nc1ccc(NC(=O)c2cccc(S(=O)(=O)N3CCCCCC3)c2)cc1,4.8%,·,-23.9%,-13.3%,·,-18.8%,-2.7,-12.7%,-2.9%
O=S(=O)(c1cccs1)N1CCN(Cc2ccccc2)CC1,-0.6%,-18.3%,-4.1%,-8.9%,3.2%,-19.4%,-13.3,-11.3%,26.0%
O=C1CCC(c2ccc3c(c2)CCC3)=NN1,11.3%,3.3%,32.5%[activator],-7.7%,6.5%,-0.9%,-2.0,-1.1%,-17.2%
COC(=O)C[C@H]1c2cc(F)ccc2S(=O)(=O)N1Cc1ccccc1OC,·,·,1.7%,-6.4%,·,-16.3%,-2.2,-16.1%,12.0%
O=C(CCCN1C(=O)/C(=C\c2cccs2)SC1=S)Nc1ccc(O)cc1C(=O)O,49.4%[activator],-7.0%,-22.9%,-8.9%,-29.1%,-4.2%,3.1,-4.2%,5.1%
O=C(CSc1ccc2nnc(-c3ccc(F)cc3)n2n1)N1CCCc2ccccc21,11.9%,-13.9%,-0.4%,-4.6%,14.7%,-0.4%,-3.0,7.5%,-40.6%
C[C@H](NC(=O)[C@@H]1Cc2ccccc2CN1)C(=O)Nc1ccc2c(c1)OCO2,28.1%,-11.7%,-1.4%,-8.5%,2.0%,-2.6%,4.8,2.7%,0.1%
CCN1CCN(c2ccc(S(=O)(=O)N3CCOCC3)cc2NC(=O)c2ccc(C(F)(F)F)cc2)CC1,3.0%,·,-14.9%,1.1%,·,-14.2%,-13.7,-0.7%,5.2%
COc1cccc(NC(=O)Cn2c(=O)n(CCc3cccc(C)c3)c(=O)c3ccccc32)c1,·,-2.9%,-15.5%,-6.2%,-16.2%,-26.6%,-10.2,-1.1%,14.1%
CCOC(=O)C1CCN(C(=O)c2ccc3c(=O)n4nc(Nc5ccccc5)sc4nc3c2)CC1,·,-12.9%,?,0.5%&-2.3%,-4.7%,-5.2%[60.1 µM],-2.9&-1.4,-8.2%,14.8%
COc1ccc(NC(=O)Cn2nnc(C(=O)NCc3ccccc3)c2N)c(OC)c1,5.1%,?,-4.8%,10.0%,?,2.4%[60.1 µM],-1.1,2.2%,8.3%[11.4 µM]
Cc1ccc(CNc2oc(-c3ccc(COc4ccc(C)cc4)o3)nc2C#N)cc1,·,29.2%,-3.3%,-28.5%,?,-12.9%,4.0,-4.7%,1.3%
Cn1c(SCC(=O)NC2CCCC2)nnc1-c1ccccn1,10.6%,-4.1%,-11.5%,6.0%,30.2%,-1.0%,0.5,3.0%,17.2%
O=C(CN1CCN(c2ccccn2)CC1)N(c1ccccc1)c1ccc2ccccc2c1,-4.5%,-16.0%,0.0%,-20.2%,-0.7%,-4.9%,1.5,-4.6%,-5.8%[11.4 µM]
O=C(NNC(=O)c1ccccc1)C(=O)N1CCCCC1,10.6%,-1.2%,0.0%,3.6%,14.9%,1.7%,-7.5,3.1%,-4.4%
CC1(c2ccc(Cl)cc2)NC(=S)N2C1NC(=S)N2c1ccccc1 (centres undefined),11.4%,-8.9%,?,-9.7%,5.8%,-1.9%,-4.6,-10.9%,-22.7%
Cc1cccn2c(=O)cc(COc3ccc(NC(=O)COc4ccc(F)cc4)cc3)nc12,·,-11.1%,-20.4%,11.6%,-0.8%,-6.4%[60.1 µM],5.3,-0.8%,14.2%
CC1(C)Cc2c(C#N)c(N3CCOCC3)nc(-c3ccccc3)c2CO1,15.8%,-5.0%,?,?,3.5%,-5.9%,-3.6,13.2%,-8.5%
Cc1ccc(OCCN2C(=O)S/C(=C\c3ccc(C)o3)C2=O)cc1,-2.6%,3.9%,?,-18.9%,2.5%,-9.5%,1.0,-24.8%,-51.0%
O=C(CCC1CCCN(C(=O)c2ccco2)C1)NCc1ccccc1F (centres undefined),2.4%,-7.3%,-2.8%,-13.5%,29.3%,-3.2%,-1.5,8.8%,-8.8%
COc1ccc(-c2nc(NC(=O)C3=NN(c4cccc(C)c4)C(=O)CC3)sc2C)cc1,2.8%,-6.2%,-17.2%,-5.4%,-16.0%,0.0%,-6.7,0.1%,-2.7%
O=C(NCc1ccc(F)cc1)C(=O)Nc1ccc2nc3n(c(=O)c2c1)CCCCC3,·,-0.8%,-16.4%,-12.2%,-9.2%,-1.5%,-4.3,-2.3%,12.2%
COC(=O)C(C(=O)OC)C(c1ccccc1)C(C(=O)c1ccccc1)[N+](=O)[O-] (centres undefined),0.2%,-8.9%,264.5%[activator],-5.4%,22.9%,-8.2%,16.9,6.1%,11.5%
Cc1ccc(C2=NNC(C(O)C(O)C(O)CO)S2)cc1 (centres undefined),-3.0%,-9.3%,0.0%,-16.5%,-14.9%,-1.6%,0.8,4.7%,-45.7%
C=CCN1CCC(=O)C(C(=O)OCC)=C1C(=O)OCC,·,·,-12.1%,0.0%,·,2.5%,-2.8,-11.4%,7.1%
CN(Cc1ccc(F)cc1)C(=O)c1ccc(NS(=O)(=O)c2ccc3[nH]c(=O)[nH]c3c2)cc1,22.2%,·,8.2%,-7.5%,·,-11.5%,-3.0,-13.8%,4.9%
CC1(C)CC=CC(COC(=O)c2ccccc2C(=O)O)C1 (centres undefined),·,·,1.7%,-3.8%,·,-2.7%,0.6,-6.0%,-16.5%
COc1ccc(C2CC(c3ccc(Cl)cc3)Nc3nc(NC(=O)c4ccco4)nn32)cc1 (centres undefined),3.2%,-5.9%,?,-11.5%,15.6%,-6.1%,1.5,4.5%,-2.0%
COc1cccc(NC(=O)CN(C)C(=O)c2cccc(S(=O)(=O)N3CCN(c4ccc(F)cc4)CC3)c2)c1,37.2%,·,10.6%,-22.8%,·,-4.0%,-0.1,4.1%,-15.6%
Cc1ccc(C(=O)CC(=O)COc2ccc(Cl)cc2C)cc1,1.5%,-3.8%,-10.2%,-2.3%,-3.0%,-1.5%,-7.3,13.3%,-16.6%
Cc1cc(N/N=C/c2ccco2)c2ccccc2n1,8.2%,-10.1%,0.2%,-10.7%,-5.3%,6.2%,0.2,8.0%,-13.0%[11.4 µM]
CCOc1ccc(N(CC(=O)NCc2ccc(Cl)cc2)S(=O)(=O)c2ccccc2)cc1,-6.8%,-10.2%,-0.2%,-10.9%,14.5%,-18.7%,-2.7,-2.9%,12.2%
O=C(CN1CCN(S(=O)(=O)c2cccc(F)c2)CC1)NCC1(N2CCOCC2)CCCCC1,7.0%,·,95.0%[activator],-15.8%,·,-15.7%,-11.2,-0.3%,9.7%
CCc1nc2n[nH]c(N)c2c2c1CCCC2,-1.2%,-14.5%,228.7%[activator],-5.6%,1.7%,-9.8%,-0.8,-5.2%,-42.5%
CCc1ccccc1NS(=O)(=O)c1ccc2c(c1)CCCN2C(=O)C1CCC1,·,158.7%[activator],1.2%,-16.2%,5.4%,-9.2%[60.1 µM],4.8,2.3%,1.7%
COc1ccc(Nc2nnc(SCc3cn4c(C)cccc4n3)s2)cc1,0.5%,-19.8%,16.0%,-2.5%,-17.8%,-7.4%,-7.0,3.9%,-14.7%
O=C(Nc1ccn(CCCNCCN2CCOCC2)c(=O)n1)OCc1ccccc1,·,·,25.0%,1.5%,·,-22.1%,-7.4,-3.6%,6.5%
O=CN1CCN(C(=O)c2ccccc2F)CC1,8.6%,-9.7%,-2.4%,-13.7%,3.7%,2.8%,-7.6,-6.9%,-10.9%
CC(C)CCNC(=O)C(=O)Nc1cc2c3c(c1)CCC(=O)N3CCC2,3.2%,10.1%,8.5%,?,7.5%,-17.6%,-9.5,-9.9%,39.3%[11.4 µM]
O=C(NC12CC3CC(CC(C3)C1)C2)c1cnccn1,-3.6%,1.7%,-9.0%,-18.5%,-14.7%,-12.0%,2.2,-16.3%,34.0%
COc1ccc(N(CC(=O)N2CCN(C)CC2)S(=O)(=O)c2ccccc2)cc1,-7.9%,-10.3%,?,-3.6%,-1.0%,-18.8%,-1.6,14.4%,-5.4%
O=C(CN1CCC(NC(=O)c2ccccc2Cl)CC1)NCc1ccccc1,2.3%,1.2%,7.0%,-16.2%,-0.2%,2.8%,-3.6,7.5%,-12.2%
COc1ccc(Cn2ccnc2SCC(=O)Nc2ccc3c(c2)OCO3)cc1,·,?,-8.3%,-9.7%,0.8%,-5.7%[60.1 µM],-2.3,-0.9%,-16.4%
Cc1ccc(OCCCCn2cnc3ccccc32)c(C)c1,-2.6%,-21.3%,-30.6%,-11.9%,-0.1%,0.0%,0.0,6.8%,2.6%
CN(C)c1nc(N(C)C)c2cnn(C)c2n1,·,·,4.5%,-13.5%,·,-8.6%,5.5,-21.9%,-3.1%

# Screens: PubChem BioAssay, National Center for Advancing Translational Sciences (NCATS)

# These rows are one share of the data (hit frequency here may not be typical).
